Bioassay records: PubChem, several laboratories
HCT116 PTEN-null = growth suppressors of cells with PTEN tumor suppressor deletion | 140,000 compounds, 1.2% hits | viability, % at 10 µM | AID 827 | HCT116 PTEN-null viability, CellTiter-Glo, 60 h; hits give low values;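 active = viability at or below a set limit, 4 SD under the median of all tested compounds, cut at about 3.7% in these data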;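 note: PTEN knockout HCT116 line with beta catenin targeted HCT116 as companion control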
Yeast growth inh = chemicals that inhibit yeast BB579 growth in restrictive medium (lifespan-shortening candidates); S. cerevisiae BB579 growth, OD615, 48 h; inhibition, % at 10 µM; 140,000 compounds, 0.51% hits;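 active = inhibition above a set limit, 3 SD over the mean compound inhibition, cut at about 44% in these data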; note: inactives centre near -24
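Material: Saccharomyces cerevisiae DeaD strain BB579, replicative lifespan model yeast; buffer or medium: CSMM-D restrictive synthetic medium containing dextrose (glucose); compound: 10 µM single dose, DMSO 0.25%; timing: 48 h compound exposure at 30 °C after 4 h preincubation; signal: turbidity as optical density at 615 nm; benchmarks: positive control amphotericin B 10 µg/mL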
MRP1 act = activators of MRP-1. AID 799. 140,000 compounds, 0.61% hits. H69AR cells + doxorubicin, viability rescue, CellTiter-Glo. viability increase, % at 10 µM;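 active = viability gain under doxorubicin at or above a set limit, the compound median plus 3 SD, cut at about 4.7% in these data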;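 note: MRP-1 overexpressing cells given doxorubicin 25 µM after compound pretreatment; 18-22 h compound pretreatment then 72 h with doxorubicin before readout; 0% = doxorubicin-only wells and 100% = vehicle-treated cells without doxorubicin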
GALR2 blocker = GALR2 (human) receptor antagonism. O43603. 140,000 compounds, 0.39% hits. GALR2-expressing cells, antagonist mode. inhibition, % at 4 µM. AID 828; in the data active = inhibition above about 27%;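 note: cells stimulated with galanin 1-16 at roughly its EC80; 0% = agonist challenge control and 100% = basal control without agonist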
Target sequence (O43603 whole entry, looked up): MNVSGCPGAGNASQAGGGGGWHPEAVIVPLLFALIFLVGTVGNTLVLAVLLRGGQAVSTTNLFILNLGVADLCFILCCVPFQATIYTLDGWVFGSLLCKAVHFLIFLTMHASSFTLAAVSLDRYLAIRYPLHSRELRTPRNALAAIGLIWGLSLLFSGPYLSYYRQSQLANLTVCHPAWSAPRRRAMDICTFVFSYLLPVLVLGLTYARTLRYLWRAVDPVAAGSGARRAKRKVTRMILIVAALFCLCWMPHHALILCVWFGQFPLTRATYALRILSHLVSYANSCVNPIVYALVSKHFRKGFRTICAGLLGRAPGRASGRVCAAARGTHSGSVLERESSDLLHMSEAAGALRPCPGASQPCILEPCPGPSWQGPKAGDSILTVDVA
Measles CPE = protection of cells from measles virus | Measles virus-infected cells, CPE protection, absorbance | 140,000 compounds, 1.5% hits | protection (pct of control), % at 4 µM; in the data active = protection mostly above about 24%, no sharp cut-off; inactive = mostly below about 26%; note: some compounds called inactive have numbers as strong as hits
Phagocytosis inh = inhibitors of macrophage phagocytosis. J774A.1 macrophage IgG-bead phagocytosis, imaging. inhibition, % at 5 µM. 110,000 compounds, 0.07% hits. AID 1029;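 active = inhibition above the mean of the plate negative controls plus 5 SD, cut at about 13% in these data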;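 note: phagocytic index as fraction of beads internalized from green versus red external bead signal; plate controls were DMSO negative control for no effect and cytochalasin-D positive control for full effect; some results beyond the cut were filed as inactive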
E-sel TNF inh = TNF alpha driven E-selectin expression inhibition; HUVEC TNFa-induced E-selectin immunofluorescence, high content; inhibition, % at 2 µM; 120,000 compounds, 0.71% hits; AID 1246;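 active = inhibition above the batch mean plus 3 SD, and confirmed as a hit on visual image review, cut at about 43% in these data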;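 note: 0% = TNF-stimulated DMSO wells and 100% = unstimulated control wells; not every result past the cut was called active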
HCT116 bCat-KO = beta-catenin-lacking colon tumor cell growth suppression | HCT116 beta-catenin knockout viability, CellTiter-Glo, 60 h; hits give low values | viability, % at 10 µM | 140,000 compounds, 1.5% hits | AID 818;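 active = viability at or under a set limit, the compound median less 4 SD, cut at about 6% in these data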;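 note: 0% = Hyamine 1622 control at 20 µM and 100% = untreated cell control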
Yeast life ext = yeast lifespan extension; AID 775; S. cerevisiae growth with nicotinamide, OD615; deaD strain in restrictive glucose medium; inhibition of the nicotinamide effect, % at 10 µM; 130,000 compounds, 0.68% hits;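 active = inhibition above a set limit, placed 3 SD over the median of all compounds, cut at about 26% in these data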;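 note: 0% = nicotinamide-treated wells and 100% = cells grown without nicotinamide; some compounds called inactive have numbers as strong as hits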
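assay system = DeaD-strain S. cerevisiae | measured by = absorbance at 615 nm | probe or stimulus = nicotinamide 1.5 mM | buffer or medium = CSMM-D glucose medium, restrictive | times = 48 h at 30 °C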
NPY-Y2 antag = NPY-Y2 (human) receptor antagonism | NPY-Y2 expressing cells, antagonist mode | inhibition, % at 2.7 µM | P49146 | 140,000 compounds, 0.99% hits; in the data active = inhibition above about 17%;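 note: 0% = vehicle with agonist challenge and 100% = reference antagonist with challenge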
Target sequence (P49146 whole entry, looked up): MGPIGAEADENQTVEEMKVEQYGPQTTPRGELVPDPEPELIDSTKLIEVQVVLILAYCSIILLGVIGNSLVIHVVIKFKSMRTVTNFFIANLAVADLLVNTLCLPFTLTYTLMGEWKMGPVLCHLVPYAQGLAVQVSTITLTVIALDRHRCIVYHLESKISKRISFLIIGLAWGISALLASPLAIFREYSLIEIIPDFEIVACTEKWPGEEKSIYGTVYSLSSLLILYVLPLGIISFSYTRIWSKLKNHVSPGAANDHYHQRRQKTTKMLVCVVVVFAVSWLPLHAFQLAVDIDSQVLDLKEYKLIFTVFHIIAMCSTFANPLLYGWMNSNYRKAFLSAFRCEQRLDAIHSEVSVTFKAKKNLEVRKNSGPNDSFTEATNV
The depositor's hits bear a star; x = not tested or not shown.

item	SMILES	HCT116 PTEN-null	Yeast growth inh	MRP1 act	GALR2 blocker	Measles CPE
1	CC(C)CC(C(=O)Nc1ccc2c(c1)OCCO2)N1C(=O)c2ccccc2C1=O (stereo not given)	99	-37	0.8	-3	6
2	O=C1C2C3C=CC(C3)C2C(=O)N1/N=C/c1cc(Br)cc([N+](=O)[O-])c1O (stereo not given)	95	36	-2.6	-7	7
3	Clc1ccc2nnnc(-c3ccccc3)c2c1	3.1*	46*	-5.1	10	8
4	CCOCCc1nnc(NC(=O)COC)s1	104	-20	-1.8	-4	21
5	CCc1cc(=O)oc2cc3occ(-c4ccc(OC)c(F)c4)c3cc12	2.7*	-20	-4.5	1	16
6	CNc1ccccc1C(C)(C)c1cc(-c2cc(C)cc(C)c2)no1	61	-16	-3.4	-5	28
7	CCCCCC[n+]1c(-c2ccccc2)csc1Nc1ccccc1	62	-34	-1.4	-12	11
8	CCOC(=O)C1C(=O)NC(N2CCN(c3ccccc3)CC2)=NC1c1ccco1 (stereo not given)	92	-46	-0.6	1	13
9	Cn1c(NCc2ccco2)nc2c1c(=O)n(Cc1ccc(Cl)cc1)c(=O)n2C	66	-15	-1.1	4	6
10	CC1CCC/C(=C\Nc2ccc3c(c2)OCO3)C1=O (stereo not given)	89	-27	-0.7	-10	8

item	Phagocytosis inh	E-sel TNF inh	HCT116 bCat-KO	Yeast life ext	NPY-Y2 antag
1	2	-4	113	-4	1
2	0	-25	100	-7	4
3	-5	x	3.7*	3	1
4	-4	0	92	-8	3
5	23	x	4.2*	-8	13
6	-11	x	72	1	0
7	-9	16	56	0	8
8	-5	-11	79	7	3
9	3	-17	80	7	0
10	0	x	81	-13	-2

Continuation.
item	SMILES	HCT116 PTEN-null	Yeast growth inh	MRP1 act	GALR2 blocker	Measles CPE
11	C=CCc1c(C)nc(SC)nc1Nc1ccc(C(=O)O)cc1	109	-24	-0.6	-2	7
12	CSc1ccc(Cl)c(C(=O)OCC(=O)NC2CC2)c1	76	-27	-0.6	3	9
13	CCOC(=O)c1ccc(NC(=O)CN2C(=O)CNC2=O)cc1	98	-30	-0.3	5	12
14	Cc1cc(C(=O)N2CCC(C(F)(F)F)n3nccc32)on1 (stereo not given)	112	1	0.3	-7	3
15	O=C(C1Cc2ccccc2CN1S(=O)(=O)c1cccs1)N1CCCCCC1 (stereo not given)	67	-42	-2.8	-9	7
16	Cc1oc(-c2ccccc2F)nc1CS(=O)(=O)CC(=O)NCCCN(C)C1CCCCC1	62	-31	-2.3	-4	4
17	COc1ccc2cc3c(N)nn(C(=O)Cc4ccc(Cl)cc4)c3nc2c1	86	15	-2.5	-9	11
18	CC(NC(=O)c1cc2sccc2n1C)c1ccc2c(c1)OCCO2 (stereo not given)	92	-42	-1.1	4	5
19	CCCC(=O)NNC(=O)CCC(=O)NCc1ccccc1	86	-4	-0.3	5	5
20	Cc1ccc(Cn2cnc3ccccc32)cc1C	67	-26	-1.0	-3	37

item	Phagocytosis inh	E-sel TNF inh	HCT116 bCat-KO	Yeast life ext	NPY-Y2 antag
11	-1	-6	91	-15	0
12	x	-21	88	-10	0
13	x	-15	96	x	1
14	0	4	101	-9	0
15	1	-17	70	6	2
16	-2	0	65	-5	1
17	2	x	96	-10	4
18	-2	9	92	-19	4
19	x	-34	86	-15	11
20	-2	x	60	19	5

Further structures
item	SMILES	HCT116 PTEN-null	Yeast growth inh	MRP1 act	GALR2 blocker	Measles CPE
21	CCc1ccc(-n2nc3ccc(NC(=O)c4ccc5c(c4)OCO5)cc3n2)cc1	75	-30	-3.9	-11	29
22	CC1=Nc2ncnn2C(c2ccccc2)/C1=N\O (stereo not given)	99	-51	-3.0	-8	3
23	CCOC(=O)c1cc2c(ccn2C)n1CC(=O)N1CCN(c2cccc(C(F)(F)F)c2)CC1	82	14	-3.9	-9	5
24	O=C1c2nc3ccccn3c2C(=O)N1Cc1ccccc1	88	-76	-0.7	-1	39
25	CC(=O)C1=C(C)NC(=O)NC1c1cccc(O)c1 (stereo not given)	102	-8	-1.3	-3	23
26	CC(C)c1ccc(NC(=S)NN2CCOCC2)cc1	86	-17	1.0	4	12
27	COc1cccc(C2CC(c3ccc(C)cc3)n3nc(N)nc3N2)c1 (stereo not given)	97	-46	-3.5	2	9
28	CCCCCC(=O)N1CCN(CCN=CC2=C(O)CC(c3ccco3)CC2=O)CC1 (stereo not given)	97	5	-0.9	-3	5
29	Clc1nc(Cl)nc(N(c2ccccc2)c2ccccc2)n1	96	-24	-0.9	20	28
30	COC(=O)c1nc(NC2=NCCCCC2)n[nH]1	107	-9	-0.2	1	17

item	Phagocytosis inh	E-sel TNF inh	HCT116 bCat-KO	Yeast life ext	NPY-Y2 antag
21	0	-5	78	4	3
22	-1	-8	99	-1	0
23	x	-5	87	-26	11
24	2	x	105	-7	-1
25	6	12	79	-6	6
26	1	1	87	1	1
27	-2	-7	90	-2	3
28	-1	-41	102	16	-2
29	2	x	91	13	0
30	-1	x	114	-9	-1

More structures follow.
item	SMILES	HCT116 PTEN-null	Yeast growth inh	MRP1 act	GALR2 blocker	Measles CPE
31	O=C(O)CSC1CC(=O)N(c2ccc(Cl)cc2)C1=O (stereo not given)	91	-9	-1.0	6	5
32	Nc1nc(COc2ccccc2)cs1	103	-19	0.6	-10	10
33	COc1cc(CNCCN2CCOCC2)ccc1OCc1ccc(Cl)cc1	72	11	-0.7	-2	1
34	O=C(CN1CCCCC1)Nc1ccccc1-c1ccccc1	90	-27	-1.0	-1	10
35	CC(=O)Nc1cccc(NC(=O)c2ccc([N+](=O)[O-])cc2Cl)c1	96	-10	-1.4	10	4
36	COc1cc(C2CC(=O)Nc3cc(C)c(C)cc32)cc(OC)c1OC (stereo not given)	28	7	-3.2	0	6
37	Cc1cc(C)n(-c2ccc(C(=O)Nc3cc(C(F)(F)F)ccc3N3CCOCC3)cc2)n1	101	-37	-3.0	3	4
38	CCC(C(=O)NC1CCCCC1)n1c(SCc2cccc(F)c2)nc2ccncc21 (stereo not given)	79	-35	-1.8	-9	4
39	CCOc1ccccc1/C=c1\sc2nc(-c3ccco3)nn2c1=O	106	-26	-0.6	-1	1
40	COc1ccc(N(CC(=O)Nc2ccccc2C(=O)NCC(C)C)S(C)(=O)=O)cc1	84	-13	-3.2	-6	7

item	Phagocytosis inh	E-sel TNF inh	HCT116 bCat-KO	Yeast life ext	NPY-Y2 antag
31	0	-20	92	x	0
32	0	13	100	2	5
33	0	-23	75	-6	3
34	x	4	87	51	6
35	-5	10	101	9	0
36	1	x	35	0	1
37	x	x	101	-11	2
38	x	-13	79	1	1
39	-1	x	93	21	9
40	-3	9	84	6	2

The list goes on.
item	SMILES	HCT116 PTEN-null	Yeast growth inh	MRP1 act	GALR2 blocker	Measles CPE
41	COc1cc(C(=O)OC2CCN(C)CC2)cc(OC)c1OC	109	-67	-0.9	3	5
42	Cc1cc(C(=O)N/N=C/c2c[nH]c3ccccc23)cs1	85	-10	-3.2	3	0
43	COc1ccc(CCNC(=O)c2c(O)c3c([nH]c2=O)CCCC3)cc1	104	-65	0.3	-1	14
44	O=C(COc1ccccc1-c1ccccc1)NCCN1C(=O)S/C(=C\c2cccnc2)C1=O	71	-22	-1.0	8	14
45	O=c1oc(-c2ccccc2)nc2c1C1(CCCCC1)Cc1ccccc1-2	95	-10	-2.7	1	18
46	COc1ccc2nc(NC(=O)[C@@H]3CCCN3C(=O)c3cccs3)sc2c1	85	-23	-1.4	-2	1
47	O=C(c1ccccn1)N(CC1CCCO1)C1(C(=O)NC2CCCCC2)CCCCC1 (stereo not given)	80	-20	-3.5	-6	20
48	CCOC(=O)CSc1nc2ccccc2c(=O)n1NC(=O)c1ccccc1	96	5	-1.9	6	8
49	CCCN(CC(=O)Nc1ccc(F)c(F)c1F)CC(=O)Nc1c(Cl)cccc1Cl	64	0	-3.9	-11	10
50	COc1ccc(N(C(=O)c2ccco2)S(=O)(=O)c2cc(OC)ccc2OC)cc1	83	-19	-1.6	-3	8

item	Phagocytosis inh	E-sel TNF inh	HCT116 bCat-KO	Yeast life ext	NPY-Y2 antag
41	-3	-13	94	3	3
42	-1	-8	89	-6	2
43	0	x	104	-2	15
44	-4	4	75	6	8
45	x	7	96	1	1
46	-3	7	79	-4	-3
47	-2	x	88	14	12
48	-3	-7	80	8	-1
49	-8	x	72	8	10
50	1	15	89	-17	5

Five entries from above, tab-delimited.
cpd	compound	HCT116 PTEN-null	Yeast growth inh	MRP1 act	GALR2 blocker	Measles CPE	Phagocytosis inh	E-sel TNF inh	HCT116 bCat-KO	Yeast life ext	NPY-Y2 antag
45	O=c1oc(-c2ccccc2)nc2c1C1(CCCCC1)Cc1ccccc1-2	95	-10	-2.7	1	18	x	7	96	1	1
46	COc1ccc2nc(NC(=O)[C@@H]3CCCN3C(=O)c3cccs3)sc2c1	85	-23	-1.4	-2	1	-3	7	79	-4	-3
47	O=C(c1ccccn1)N(CC1CCCO1)C1(C(=O)NC2CCCCC2)CCCCC1 (stereo not given)	80	-20	-3.5	-6	20	-2	x	88	14	12
48	CCOC(=O)CSc1nc2ccccc2c(=O)n1NC(=O)c1ccccc1	96	5	-1.9	6	8	-3	-7	80	8	-1
49	CCCN(CC(=O)Nc1ccc(F)c(F)c1F)CC(=O)Nc1c(Cl)cccc1Cl	64	0	-3.9	-11	10	-8	x	72	8	10

(next part)
item	SMILES	HCT116 PTEN-null	Yeast growth inh	MRP1 act	GALR2 blocker	Measles CPE
51	CCOC(=O)c1sc(NC(=O)c2cncc(Br)c2)nc1C	94	-15	-2.5	-3	21
52	CCOc1c(Br)cc(CNc2ccc3c(c2)OCCO3)cc1OC	19	-25	-5.2	14	4
53	O=C(c1ccc2c(=O)n(-c3ccccc3)c(=O)[nH]c2c1)N1CCN(c2ccc(F)cc2)CC1	70	-49	-2.5	-8	17
54	Cc1nc2sc(C(c3ccc(F)cc3)N3CCN(C(=O)c4ccco4)CC3)c(O)n2n1 (stereo not given)	98	-29	-1.2	-8	11
55	CCCn1nc2cc(C(=O)NCc3ccccc3)ccc2c1OCC	103	14	1.5	2	3
56	COc1ccc(/C=C2/C(=O)N=C(N)N2C)cc1OC	102	1	-0.3	7	3
57	Cc1cc(C)nc(NS(=O)(=O)c2ccccc2)n1	97	-8	-1.7	5	3
58	COC(=O)c1cc(OC)c(OC)cc1NCC(=O)Nc1ccc(OC)c(OC)c1	88	-38	-1.4	3	15
59	O=c1c2sccc2nc(SCc2cc(=O)n3cc(Cl)ccc3n2)n1-c1ccc(F)cc1	84	-22	0.4	8	15

item	Phagocytosis inh	E-sel TNF inh	HCT116 bCat-KO	Yeast life ext	NPY-Y2 antag
51	x	10	99	x	-1
52	3	8	14	-15	2
53	-1	x	83	-6	-2
54	-8	47	93	4	1
55	x	33	110	-11	4
56	x	-12	103	-2	1
57	0	-14	95	-3	0
58	-6	x	78	-2	2
59	-2	x	85	5	0
